# IDE act – IDE (human) activation, cell-based | P14735 | HEK cells, FAbeta-B cleavage, fluorescence polarization; 0% vehicle, 100% cell-free pure enzyme wells | activation, % at 5.96 µM | actives 0.073% (n = 340,000) | AID 493087;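 active = activation above the mean of all tested compounds plus 3 SD, set per screening campaign, cut at about 17% in these data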
# SUMO HTRF inh – inhibitors of human SUMOylation (UBC9); P63279; HTRF SUMOylation assay, SAE1/SAE2 + UBC9, in vitro; inhibition, % at 35 µM; actives 0.36% (n = 290,000); AID 2006; in the data active = inhibition above about 50%, passing the limit was not always enough; also: strong numbers were not always called active
# DNA FID counter – counter-screen for HCV NS3 helicase inhibitors: DNA intercalator displacement; AID 1845; inhibition, % at 7.9 µM; DNA fluorescent intercalator displacement, fluorescence; actives 0.17% (n = 290,000); in the data active = inhibition above about 37%;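 also: 0% = vehicle and 100% = reference compound; higher means more ethidium bromide displaced from hairpin DNA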
# PHOSPHO1 block – blocks human PHOSPHO1 phosphatase activity; Q8TCT1; recombinant PHOSPHO1, absorbance phosphatase assay; inhibition, % at 13.3 µM; actives 1.1% (n = 290,000); in the data active = inhibition above about 60%
# HCV NS3 hel inh – inhibitors of Hepatitis C virus NS3 helicase; inhibition, % at 10.9 µM; NS3 helicase DNA unwinding, Cy5 molecular beacon fluorescence; actives 0.56% (n = 290,000);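 active = inhibition above the mean of all tested compounds plus 3 SD, set per campaign, cut at about 35% in these data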;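 also: 0% = DMSO wells and 100% = thioflavine S control wells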
#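 System: Hepatitis C virus NS3 helicase domain fragment enzyme | Reagent: Annealed dual-labelled DNA beacon duplex, ATP-started | Compound dosing: 10.9 µM single point, 0.8% DMSO | Incubation: 1 h reaction at 25 °C, ATP-initiated | Technique: Cy5 fluorescence | Evaluation: Percent inhibition from t60/t0 fluorescence ratio | Benchmarks: Low DMSO, high thioflavine S at 110 µM | Replication: Singlicate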
# IMP-1 inh – blocks Pseudomonas aeruginosa IMP-1 metallo-beta-lactamase. inhibition, % at 5.6 µM. AID 1556. actives 0.45% (n = 290,000). purified IMP-1, nitrocefin hydrolysis, epi-absorbance fluorescence;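 active = inhibition above the mean plus 3 SD of all compounds in the same screening run, cut at about 4.5% in these data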;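 also: 0% = IMP-1 with DMSO and 100% = DMSO wells lacking enzyme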
#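 Test system: recombinant IMP-1 enzyme, purified / Medium: HEPES buffer pH 7.1 with ZnSO4 and Brij 35 / Doses: single dose, 5.6 µM / Times: 25 °C, 15 min preincubation, 25 min reaction / Detection: Epi-absorbance via hydrolysed-nitrocefin quenching of white-plate fluorescence, 480/530 nm, EDTA stop / Evaluation: percent inhibition from optical density relative to buffer-blank wells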
# MEKK3 PB1 HTS – raises or lowers MEK5 binding to the human MEKK3 PB1 domain | bead-based flow cytometry, Alexa488-MEK5 binding to MEKK3; actives lie on both sides; 0 = blocked by unlabeled MEK5, 100 = vehicle | binding response (% of control), % at 10 µM | actives 1.4% (n = 290,000) | Q99759 | AID 1529;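 active = binding response more than 3 SD above or below the average of its plate-row segment, actives on both sides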;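 also: Alexa488 bead fluorescence after subtracting the streptavidin-only scavenger bead signal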
# p-CIP stab down – lowers stability of the mouse p/CIP coactivator protein; decrease of EGFP signal, % at 10 µM; AID 1984; actives 0.01% (n = 290,000); F442A p/CIP-EGFP cells, EGFP fluorescence, 16 h; Q05BA5;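 active = EGFP signal decrease of at least 30% at 10 µM or well 3 SD below plate mean, unless failing retest; inactive = the rest, including hits failing retest or dose response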; also: some compounds called inactive have numbers as strong as hits; many of its hits are not listed in these tables
# Target sequence (Q05BA5 1-1403): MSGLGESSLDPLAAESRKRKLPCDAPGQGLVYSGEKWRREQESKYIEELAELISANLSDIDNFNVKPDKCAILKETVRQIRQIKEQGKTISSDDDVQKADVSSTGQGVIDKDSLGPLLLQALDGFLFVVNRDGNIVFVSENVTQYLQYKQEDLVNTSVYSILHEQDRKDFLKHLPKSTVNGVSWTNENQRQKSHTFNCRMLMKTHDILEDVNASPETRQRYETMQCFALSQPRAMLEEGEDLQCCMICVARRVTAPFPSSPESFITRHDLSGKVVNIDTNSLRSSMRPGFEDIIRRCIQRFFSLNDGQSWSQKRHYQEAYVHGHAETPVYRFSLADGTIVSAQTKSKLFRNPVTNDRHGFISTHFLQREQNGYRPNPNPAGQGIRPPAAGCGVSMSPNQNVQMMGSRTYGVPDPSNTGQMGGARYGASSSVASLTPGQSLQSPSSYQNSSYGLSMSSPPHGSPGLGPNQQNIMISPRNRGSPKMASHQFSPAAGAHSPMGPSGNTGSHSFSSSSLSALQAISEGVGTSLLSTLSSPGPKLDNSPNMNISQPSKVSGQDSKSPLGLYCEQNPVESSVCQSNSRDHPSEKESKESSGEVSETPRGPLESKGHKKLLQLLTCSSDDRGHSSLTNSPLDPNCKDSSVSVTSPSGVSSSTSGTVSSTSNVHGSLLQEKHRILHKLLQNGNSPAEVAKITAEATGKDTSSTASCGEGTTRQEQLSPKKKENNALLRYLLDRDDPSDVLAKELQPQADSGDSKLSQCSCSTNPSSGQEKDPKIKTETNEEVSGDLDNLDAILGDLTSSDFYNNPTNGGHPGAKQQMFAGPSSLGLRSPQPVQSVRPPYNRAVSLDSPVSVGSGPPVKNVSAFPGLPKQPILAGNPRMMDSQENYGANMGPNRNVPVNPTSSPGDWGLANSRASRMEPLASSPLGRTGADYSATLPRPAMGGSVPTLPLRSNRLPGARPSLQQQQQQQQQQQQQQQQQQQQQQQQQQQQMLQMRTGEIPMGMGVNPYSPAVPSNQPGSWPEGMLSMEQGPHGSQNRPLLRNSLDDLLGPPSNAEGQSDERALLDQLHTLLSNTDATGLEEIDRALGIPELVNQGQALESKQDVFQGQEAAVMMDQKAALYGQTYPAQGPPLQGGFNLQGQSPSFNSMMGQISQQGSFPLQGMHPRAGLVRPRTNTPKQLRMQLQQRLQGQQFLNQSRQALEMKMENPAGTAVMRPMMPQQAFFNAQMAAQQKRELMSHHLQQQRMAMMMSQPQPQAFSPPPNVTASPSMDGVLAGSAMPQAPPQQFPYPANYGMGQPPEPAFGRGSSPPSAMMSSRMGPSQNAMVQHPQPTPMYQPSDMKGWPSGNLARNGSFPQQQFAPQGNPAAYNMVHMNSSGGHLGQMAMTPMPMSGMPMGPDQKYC
# VIM-2 inhibitor – blocks Pseudomonas aeruginosa VIM-2 metallo-beta-lactamase. purified VIM-2, nitrocefin hydrolysis, epi-absorbance fluorescence. inhibition, % at 5.6 µM. actives 0.89% (n = 290,000);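 active = inhibition above the mean of all tested compounds plus 3 SD, cutoff set per screening run, cut at about 7.5% in these data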;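 also: red hydrolysis product quenches plate fluorescence so inhibitors raise well fluorescence; 0% = enzyme with DMSO and 100% = DMSO without enzyme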
# * = called active by the depositor; . = not tested or not shown; [ ] = another dose, or the depositor's remark. A portion of the library; the hit share may differ from the screen's.
SMILES,IDE act,SUMO HTRF inh,DNA FID counter,PHOSPHO1 block,HCV NS3 hel inh,IMP-1 inh,MEKK3 PB1 HTS,p-CIP stab down,VIM-2 inhibitor
Cc1c(CC(=O)O)c(=O)oc2cc(OCc3ccc(Br)cc3)ccc12,3,26,-20,18,9,-1.0,102,4,0.5
O=C(NCCC1=CCCCC1)C1CC(=O)N(C2CCCCCC2)C1 (stereo unspecified),3,15,-30,0,6,-1.9,103,0,0.2
CC(=O)c1cc2c(cc1NC(=O)CN1CCOCC1)OCO2,-1,-2,2,9,1,-1.3,101,5,-3.0
CC(=O)NC1=NN(C(C)=O)C2(CCCC2)S1,4,2,-2,36,4,-2.5,132*,16,-1.4
CCCC(=O)Nc1cccc(-c2nc3ccccc3c(=O)o2)c1,-8,15,-18,48,-4,-1.4,96,-12,-0.6
CC(=O)c1ccccc1C(=O)NCc1cccnc1,3,9,-3,-8,11,0.8,111,-4,-3.9
COc1cccc(N2CCN(C(=S)NCCc3ccccc3)CC2)c1,2,-9,-4,8,4,-1.5,114,-8,0.2
Cc1ccc(S(=O)(=O)N2CCN(C(=O)CSc3nnc(C)c(=O)[nH]3)CC2)cc1,-1,4,-1,90*,4,0.8,106,-10,1.1
NC(=O)CC(NC(=O)Cc1ccc(Br)cc1)c1ccc(NCCc2ccc(F)cc2)c([N+](=O)[O-])c1 (stereo unspecified),2,45,.,16,.,.,103,4,.
N#C/C(=C\c1ccc(OCc2ccc(Br)cc2)cc1)C(=O)Nc1cccc(C(=O)O)c1,-2,-8,-14,-72,-12,6.3*,104,-4,-5.1
O=C(Nc1ccc(N2CCOCC2)cc1)c1ccc2c(c1)OCO2,5,-2,3,12,11,-3.4,93,-5,-3.5
COc1ccccc1-n1cc(C(=O)c2cc(Cl)ccc2O)cc(C#N)c1=O,1,18,-8,4,8,0.7,101,10,-0.2
CNc1ccccc1C(C)(C)c1cc(-c2cccc(Br)c2)no1,1,-4,-9,-4,-9,-2.3,99,0,-1.4
O=C(c1ccc2c3c(cccc13)CC2)N1CCOCC1,0,6,1,25,2,-3.5,103,-14,-2.1
CC(C)=CC(=O)Nc1ccc(Cl)cc1,2,1,0,-30,-8,-2.0,102,0,2.4
Cc1ccc(CS(=O)(=O)CCC(=O)NCCC(C)C)cc1,-1,-17,-6,11,0,-0.4,99,0,-0.8
S=C(Nc1ccc(Cl)c(Cl)c1)N1CCCC1,3,0,-6,32,5,-1.5,104,-5,-0.5
CC1CCCN(c2nc3c(c(=O)[nH]c(=O)n3C)n2CCSc2nc3ccccc3o2)C1 (stereo unspecified),0,-5,-5,1,-1,-4.0,82*[inhibitor],-2,-2.1
CC1CCN(CCCCOc2cccc(Br)c2)CC1,2,-19,4,0,-6,-2.3,115,3,-3.4
CCCCN1C(=O)NC(c2ccc(OC)cc2)C(C(=O)OCc2ccccc2)=C1C (stereo unspecified),6,-16,-36,-92,-20,-2.0,99,-15,-1.3

# Laid out differently: results already given.
Structure	IDE act	SUMO HTRF inh	DNA FID counter	PHOSPHO1 block	HCV NS3 hel inh	IMP-1 inh	MEKK3 PB1 HTS	p-CIP stab down	VIM-2 inhibitor
COc1cccc(N2CCN(C(=S)NCCc3ccccc3)CC2)c1	2	-9	-4	8	4	-1.5	114	-8	0.2
Cc1ccc(S(=O)(=O)N2CCN(C(=O)CSc3nnc(C)c(=O)[nH]3)CC2)cc1	-1	4	-1	90*	4	0.8	106	-10	1.1
NC(=O)CC(NC(=O)Cc1ccc(Br)cc1)c1ccc(NCCc2ccc(F)cc2)c([N+](=O)[O-])c1 (stereo unspecified)	2	45	.	16	.	.	103	4	.
N#C/C(=C\c1ccc(OCc2ccc(Br)cc2)cc1)C(=O)Nc1cccc(C(=O)O)c1	-2	-8	-14	-72	-12	6.3*	104	-4	-5.1
O=C(Nc1ccc(N2CCOCC2)cc1)c1ccc2c(c1)OCO2	5	-2	3	12	11	-3.4	93	-5	-3.5
COc1ccccc1-n1cc(C(=O)c2cc(Cl)ccc2O)cc(C#N)c1=O	1	18	-8	4	8	0.7	101	10	-0.2
CNc1ccccc1C(C)(C)c1cc(-c2cccc(Br)c2)no1	1	-4	-9	-4	-9	-2.3	99	0	-1.4
O=C(c1ccc2c3c(cccc13)CC2)N1CCOCC1	0	6	1	25	2	-3.5	103	-14	-2.1
CC(C)=CC(=O)Nc1ccc(Cl)cc1	2	1	0	-30	-8	-2.0	102	0	2.4
Cc1ccc(CS(=O)(=O)CCC(=O)NCCC(C)C)cc1	-1	-17	-6	11	0	-0.4	99	0	-0.8
S=C(Nc1ccc(Cl)c(Cl)c1)N1CCCC1	3	0	-6	32	5	-1.5	104	-5	-0.5

# Other records:
SMILES,IDE act,SUMO HTRF inh,DNA FID counter,PHOSPHO1 block,HCV NS3 hel inh,IMP-1 inh,MEKK3 PB1 HTS,p-CIP stab down,VIM-2 inhibitor
Cc1csc(SCC(=O)NC(=O)Cc2ccccc2)n1,1,-10,3,2,-7,-2.6,104,5,-3.2
O=C(CSc1nnc(C2CCCCC2)o1)Nc1ccccc1Cl,2,-26,-28,30,0,-5.5,101,-2,-1.2
Clc1ccccc1-c1ccc(CN2CCN(c3ccccc3)CC2)o1,-2,11,1,6,-11,-1.8,.,-5,-1.8
Cc1nnc(NC2=NCCCCC2)o1,6,27,3,-25,-4,-1.6,106,-4,0.0
Cc1ccc2c(Cl)cc(Cl)c(OCC(=O)NC(C)(C)C)c2n1,1,9,-17,37,4,-3.4,97,-1,5.0
COC(=O)[C@H]1CN(C(=O)c2ccccc2)C(=O)N1,6,4,-8,15,0,-0.2,97,-2,1.1
O=C(N/C(=C/c1ccc(F)cc1)C(=O)N1CCCCC1)c1ccco1,-2,4,-26,48,0,-4.3,101,-8,-1.1
CCCCn1c(N)c(N(CC)C(=O)/C=C/c2ccco2)c(=O)[nH]c1=O,11,7,-5,-4,0,-0.8,104,-5,0.3
Cc1ccc2cc(/C=N/NC(=O)[C@H]3C[C@@H]3c3ccccc3)c(Cl)nc2c1,5,10,7,1,2,-3.1,108,-6,-5.7
COc1ccc(N2C3=C(C(=O)CC(C)(C)C3)C(c3ccccc3OC)C3=C2CC(C)(C)CC3=O)cc1,-1,16,-27,-47,-5,-2.1,100,15,-1.0
CC(=O)Oc1ccc(C(=O)[C@H]2[C@H]3C(=O)N(c4cccc5ccccc45)C(=O)[C@H]3[C@@H]3C=CC=NN32)cc1,-5,9,-15,19,24,-1.5,179*,7,-1.0
CC(=O)N1CCC2(CC1)C(C#N)=C(N)Oc1n[nH]c(C(F)(F)F)c12,-2,-15,-3,0,5,-3.7,109,12,-2.2
O=C(CSc1nc2ccccc2c(=O)n1Cc1ccco1)NCc1ccccc1,-3,.,-1,.,5,-2.6,102,.,-2.9
NC(=O)c1ccc2nc(-c3ccccc3)c(-c3ccccc3)nc2c1,3,15,-23,29,3,-5.8,103,-5,-1.8
Cc1cc(C)c(S(=O)(=O)Nc2nccs2)c(C)c1,7,14,-5,36,3,-2.9,97,11,-2.6
CCN(CC)c1ncnnc1-c1ccccc1,-3,13,-1,-12,11,-2.9,99,-8,-1.3
CC1CN(S(=O)(=O)c2ccccc2)C(C)CN1S(=O)(=O)c1ccccc1 (stereo unspecified),5,-3,8,-1,-6,-7.6,105,1,-2.9
N#C/C(=C\c1ccc(-c2ccc(F)cc2)o1)C(=O)Nc1nc(-c2cccs2)cs1,-2,30,-5,7,31,3.4,99,-2,0.1
CN1CCN(S(=O)(=O)c2ccc(NS(=O)(=O)c3ccccc3)cc2)CC1,7,12,1,17,-4,-0.2,103,-20,-1.0
COC(=O)Cn1cnc2c(nnn2-c2ccc(C)cc2)c1=O,-3,0,-2,7,6,-4.3,108,-21,-0.9
CC(C)(/C=N/O)N(O)C=C1C=CC(=O)C=C1,7,14,-2,27,11,0.6,55,-2,5.2
COc1ccc(OCc2cc(C(=O)N(C)Cc3cc(C4CC4)n[nH]3)no2)c(Cl)c1,-5,4,-61,-25,3,-1.9,93,5,-0.6
COc1cc(/C=N/O)cc(Cl)c1OC,2,3,3,7,-5,-0.7,106,-9,-3.3
CSCCC(NC(=O)C1CCC(C)CC1)C(=O)OCC(=O)c1ccc(Cl)cc1 (stereo unspecified),6,-9,-2,-2,5,-0.8,105,4,-3.0
CC1CCCC(C)N1/N=C/c1ccc(O)cc1 (stereo unspecified),1,-3,-3,18,1,-2.0,99,3,1.0
O=c1c2c(-c3ccco3)csc2nc(SCc2cn3cccnc3n2)n1-c1ccccc1,-1,24,-28,56,62*,-2.2,103,-3,-2.8
Cc1ccc2c(C)c(C(=O)N(C)Cc3nccn3C)oc2c1C,4,9,-6,53,0,-3.7,94,4,-2.0
CCc1ccc(-c2nc(CS(=O)CC(=O)NCCc3ccccc3)c(C)o2)cc1 (stereo unspecified),2,7,-35,33,3,-3.9,104,-11,-2.8
CCCn1c(C)cc(C(=O)COC(=O)c2nccnc2N)c1C,0,14,-8,9,-8,-1.9,98,-6,-0.3
COc1ccc(-n2nc(C(=O)NCC(=O)NCCN(C)C)c3ccccc3c2=O)c(OC)c1,2,13,1,28,-13,-2.9,109,-10,-1.3
CCC(C)NCCOCCOc1ccc(F)cc1 (stereo unspecified),-1,2,12,20,19,-1.4,2.0*[inhibitor],-4,-2.0
CN1CCN(C(=O)Nc2ccc3c(c2)N(C)C(=O)c2ccccc2S3)CC1,3,-2,6,18,-2,-3.2,99,-1,-2.3
COc1ccc(NC(=O)c2nc3nc(C)cc(C(F)F)n3n2)cc1OC,1,-2,-17,22,13,-2.8,106,2,-0.1
CC(C)(C)c1ccc(C(=O)NNC(=S)NCc2ccco2)cc1,1,-9,-8,-50,-8,-2.8,102,-3,-4.3
COCCN(CC1CCCN(C2Cc3ccccc3C2)C1)C(=O)CSC (stereo unspecified),5,-2,-8,.,22,-3.6,102,-13,-4.7
COc1ccc2[nH]c3nc(SCC(=O)NNC(=O)c4ccc(OC)c(OC)c4)nnc3c2c1,-1,-13,0,-8,-1,-3.3,102,-15,-3.5
COc1ccc(C(CCN2CCOCC2)c2c(O)cc(OC)cc2OC)cc1 (stereo unspecified),3,5,.,4,.,.,94,-6,.
CSc1nsc(SC)c1C(=O)N1CCN(S(=O)(=O)c2ccc(C)cc2)C1C(C)C (stereo unspecified),-1,-1,-33,-10,3,-3.8,100,-4,-1.8
C/C(=N\NC(=O)c1cccc(S(=O)(=O)Nc2ccccc2Cl)c1)c1ccc(-n2ccnc2)cc1,2,-5,-8,49,-2,-3.4,107,1,-2.9

# Some of the entries above in another layout:
SMILES	IDE act	SUMO HTRF inh	DNA FID counter	PHOSPHO1 block	HCV NS3 hel inh	IMP-1 inh	MEKK3 PB1 HTS	p-CIP stab down	VIM-2 inhibitor
COc1ccc2[nH]c3nc(SCC(=O)NNC(=O)c4ccc(OC)c(OC)c4)nnc3c2c1	-1	-13	0	-8	-1	-3.3	102	-15	-3.5
COc1ccc(C(CCN2CCOCC2)c2c(O)cc(OC)cc2OC)cc1 (stereo unspecified)	3	5	.	4	.	.	94	-6	.
